Vc quorum ag: inducers of Vibrio cholerae quorum light production without autoinducers, primary screen, BH1578 luxS cqsA deficient, single point; actives 0.16% (n = 350,000); activation, % at 18.7 µM; V. cholerae BH1578 lux reporter, luminescence, 6 h; AID 588436, 2011; in the data active means activation mostly above about 9.7%, no sharp cut-off; inconclusive means no clear call, values can overlap the other calls; inactive means mostly below about 3.7%; further: not every result past the cut was called active; inactives centre near 0; reference of the scale not given here
BoNT-A LC inh2: BoNT/A light chain protease inhibitors, primary screen, biochemical, flow cytometry, MLPCN library; Botulinum neurotoxin type A light chain protease (Clostridium botulinum A str. ATCC 3502); multiplex microsphere protease substrate cleavage; inhibition, % at 10 µM; actives 0.17% (n = 360,000); further: plate controls were buffer without enzyme for full effect and enzyme alone for no effect
Anthrax LF prot: Bacillus anthracis LF protease inhibitors, primary screen, biochemical, multiplex microsphere, MLPCN library; inhibition, % at 10 µM; multiplex microsphere protease cleavage assay; AID 588501, 2011; actives 0.12% (n = 360,000); Lethal factor (Bacillus anthracis), P15917; further: plate controls were buffer without enzyme for full effect and enzyme alone for no effect
Target sequence (P15917 whole entry, looked up): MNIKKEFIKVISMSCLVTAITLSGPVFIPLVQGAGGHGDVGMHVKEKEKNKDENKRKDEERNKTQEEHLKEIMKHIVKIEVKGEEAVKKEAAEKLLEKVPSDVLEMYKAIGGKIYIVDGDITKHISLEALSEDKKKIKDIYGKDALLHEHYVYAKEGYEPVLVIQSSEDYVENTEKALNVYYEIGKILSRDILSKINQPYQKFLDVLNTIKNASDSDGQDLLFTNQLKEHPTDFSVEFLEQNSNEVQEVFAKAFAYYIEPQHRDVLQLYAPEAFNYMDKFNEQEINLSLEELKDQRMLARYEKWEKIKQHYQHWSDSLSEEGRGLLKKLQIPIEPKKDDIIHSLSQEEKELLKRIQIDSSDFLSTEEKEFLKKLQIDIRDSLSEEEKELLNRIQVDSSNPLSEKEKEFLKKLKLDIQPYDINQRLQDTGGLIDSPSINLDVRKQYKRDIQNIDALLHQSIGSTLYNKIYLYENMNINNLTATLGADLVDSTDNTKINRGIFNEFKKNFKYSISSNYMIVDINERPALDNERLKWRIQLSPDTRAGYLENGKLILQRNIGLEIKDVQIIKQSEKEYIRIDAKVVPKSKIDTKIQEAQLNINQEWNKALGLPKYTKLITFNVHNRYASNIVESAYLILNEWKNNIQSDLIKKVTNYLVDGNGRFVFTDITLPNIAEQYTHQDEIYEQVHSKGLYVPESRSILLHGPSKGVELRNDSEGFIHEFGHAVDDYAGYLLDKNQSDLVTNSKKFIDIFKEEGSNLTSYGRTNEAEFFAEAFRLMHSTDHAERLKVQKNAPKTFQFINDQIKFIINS
PfHsp40 yeast: rescue of yeast from PfHsp40 toxicity, primary screen, S. cerevisiae, ATP luminescence; S. cerevisiae expressing PfHsp40, growth rescue; growth rescue, % at 12.5 µM; actives 0.68% (n = 340,000); AID 504582, 2011; in the data active means growth rescue above about 28%, passing the limit was not always enough; inconclusive means no clear call, values can overlap the other calls;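 further: yeast W303a lacking pdr1 and pdr3 grown in galactose medium; growth measured after three days at 30 °C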
PriA SSB inh: inhibitors of Klebsiella pneumoniae PriA binding to SSB C-terminal tail, primary screen, biochemical, AlphaScreen; AlphaScreen SSBct-PriA binding, biotinylated peptide; PriA–SSB C-terminal tail interaction (Klebsiella pneumoniae); inhibition, % at 33 µM; actives 0.6% (n = 430,000); in the data active means inhibition mostly above about 37%, no sharp cut-off; inactive means mostly below about 20%;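 further: plate controls were negative control peptide for no effect and reference peptide for full effect; strong numbers were not always called active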
PrPC TRFRET: inhibitors of human cell surface prion protein PrPC, primary screen, cell-based, TR-FRET. TR-FRET read-out. inhibition, % at 13.8 µM. actives 0.43% (n = 370,000); in the data active means inhibition above about 24%; further: 0% = median of the test wells and 100% = reference compound wells
Yp Topo-I inh: Yersinia pestis topoisomerase I inhibitors, primary screen, biochemical, cleavage product accumulation, plate reader, single point; activity, % at 10 µM; DNA topoisomerase I (Yersinia pestis CO92); actives 0.064% (n = 360,000); Y. pestis Topo-I cleavage product accumulation; in the data active means activity above about 50%, passing the limit was not always enough; inconclusive means no clear call, values can overlap the other calls; further: inactives centre near 2
SARS 3CLpro inh: SARS-CoV 3CLpro protease inhibitors, primary screen, biochemical, quenched FRET. AID 1706, 2009. inhibition, % at 6 µM. Replicase polyprotein 1ab (Severe acute respiratory syndrome coronavirus), P0C6X7. actives 0.14% (n = 290,000). recombinant SARS-CoV 3CLpro, quenched FRET peptide cleavage; in the data active means inhibition above about 12%
TcdB inh: TcdB glycohydrolase inhibitors, primary screen, biochemical, single point, plate reader | TcdB glycohydrolase enzymatic assay | inhibition, % at 9.99 µM | actives 0.24% (n = 350,000) | AID 652162, 2013; in the data active means inhibition above about 10%
Numbers without * were called inactive; i = inactive; u = inconclusive; x = not tested or not shown; & = joins results of further samples. Unless noted, no stated cut-off is given here; in the data, active means inhibition above about 30%; inconclusive means no clear call, values can overlap the other calls; inactive means below that. A portion of the library; count on the stated rates, not on these rows.

SMILES	Vc quorum ag	BoNT-A LC inh2	Anthrax LF prot	PfHsp40 yeast	PriA SSB inh	PrPC TRFRET	Yp Topo-I inh	SARS 3CLpro inh	TcdB inh
COc1ccc(CC(NC(C)=O)C(=O)NC2CCN(C(=O)NCc3ccccc3)CC2)cc1OC (stereo not given)	-0.3	-0.8	-4	-1.1	-7	7	4	5	x
Cc1ccc(S(=O)(=O)N2CCN(C(=O)COC(=O)CCOc3ccccc3)CC2)c(C)c1	i	0.0	-6	4.0	1	0	33	x	1.6
O=S(=O)(NC1CC1)c1cccc(S(=O)(=O)N2CCCC2)c1	-0.5	0.9	0	-0.5	-12	7	-3	-2	x
Cc1ccc(Sc2ncccc2C(=O)NCC(c2ccc(F)cc2)N2CCOCC2)cc1C (stereo not given)	-1.2	3.3	-2	0.1	-10	-2	3	x	2.0
O=C(NCc1ccccc1F)C(=O)NCC1OCCCN1S(=O)(=O)c1cccs1 (stereo not given)	i	0.3	1	-0.3	-12	-9	-9	0	-0.7
CCCc1nc2oc3c(NCCOCCO)ncnc3c2c2c1COC(C)(C)C2	-0.4	3.5	-4	0.6	6	0	-5	-3	x
C#CCOCCOCCOCCNc1nc(N2CCN(C(=O)[C@H](CCCN=C(N)N)n3cc(C(N)[C@@H](C)CC)nn3)CC2)nc(N2CCN(C(=O)[C@H](CCCCN)n3cc([C@@H](N)[C@H](C)CC)nn3)CC2)n1 (stereo not given in full)	-0.1	-0.1	1	-1.5	-28	-2	-19	x	0.8
Cc1cnc(C(=O)OCC(=O)C23CC4CC(CC(C4)C2)C3)cn1	i	-2.8	1	0.3	-35	-2	6	-2	1.9
CCCCCCC1CC(CCc2nc(=S)[nH][nH]2)C(=O)O1 (stereo not given)	-0.2	0.0	1	1.4	-14	1	-3	3	x
COc1ccc(S(=O)(=O)Nc2ccc3c(c2)C(=O)N([C@H](C)CO)C[C@H](C)[C@@H](CN(C)C(=O)NC(C)C)O3)cc1	i	0.2	3	-0.9	2	-1	0	x	0.4
COc1ccc(OC)c(C(=O)CN2C(=O)NC(C)(c3ccccc3)C2=O)c1 (stereo not given)	-0.5	-1.4	-1	-1.0	-2	3	-3	6	x
CC(C)c1ccc(NC(=O)C(c2ccccc2)N(C)C(=O)CCc2c[nH]c3ccccc23)cc1 (stereo not given)	i	-0.7	-4	1.5	6	-4	7	x	1.4
Cn1cnc2c(=O)[nH]cc([N+](=O)[O-])c21	-0.3	-0.9	-2	0.9	4&-2	-21	-3	1	0.4
Cc1ccc2[nH]c(=S)n(-c3cccnc3)c(=O)c2c1	i	-0.3	-25	-1.0	7	3	5	3	0.8
NC(=O)COc1ccc(NS(=O)(=O)Cc2ccccc2)cc1	-0.3	-1.0	9	0.9	-3	-6	0	-2	2.9
CCN(C(=O)COC(=O)c1ccccc1NCCO)C1CCS(=O)(=O)C1 (stereo not given)	i	0.5	1	-0.4	-4	-3	-5	x	1.6
O=c1[nH]c(=O)n(CCOc2ccc(Cl)cc2)cc1Br	-0.3	0.1	-1	0.2	-5	7	-2	-1	x
CCCn1c(N)c(N(CCOC)C(=O)c2ccc([N+](=O)[O-])c(C)c2)c(=O)[nH]c1=O	-0.3	3.2	15	0.2	2	-7	1	2	-0.7
Cc1cc(=O)[nH]c(SCC(=O)c2ccc3c(c2)NC(=O)CO3)n1	i	x	x	0.5	-5	-5	-4	-2	-0.1
COc1ccc(NC(C)=O)cc1S(=O)(=O)Nc1ccc2c(c1)OCCO2	-0.3	0.3	-4	-0.1	-1	-2	3	7	-0.3
COc1ccc(N=C2SCC(=O)N2CCc2ccc(OC)c(OC)c2)cc1	i	-0.6	3	0.3	-15	-10	25	1	0.8
Cc1ccc(Nc2ccncc2S(N)(=O)=O)cc1	0.8	0.3	0	x	-2	9	0	x	1.6
CSc1nc(NCCCO)c2c3c(sc2n1)CN(C)CC3	0.3	1.2	-1	-0.2	-8	-3	-9	2	2.2
COc1ccc(NC(=O)C2CCN(S(=O)(=O)c3ccc(Br)s3)CC2)cc1OC	1.6	2.1	-10	0.1	-10	3	2	4	x
Cc1oc(C(C)(C)C)cc1C(=O)Nc1ccc(C(=O)O)cc1	-0.6	-0.8	3	-0.3	1	-4	2	9	x

The results go on.
SMILES	Vc quorum ag	BoNT-A LC inh2	Anthrax LF prot	PfHsp40 yeast	PriA SSB inh	PrPC TRFRET	Yp Topo-I inh	SARS 3CLpro inh	TcdB inh
Cc1cc(C)n2cc(CSc3ccccn3)nc2n1	-0.3	0.0	1	-0.5	-11	-2	4	-4	0.2
Cc1nn(C)c(C(=O)Nc2ccc(S(=O)(=O)NC34CC5CC(CC(C5)C3)C4)cc2)c1Br	i	0.3	1	3.3	-17	x	7	-1	x
O=C1NNC(c2ccccc2)=N/C1=C\c1ccccc1	0.9	0.4	-2	0.8	2	0	-8	5	1.4
Cc1ccc(Nc2nc(C(=O)N3CCC(C(=O)N4CCN(C)CC4)CC3)cs2)cc1	i	3.1	1	0.0	-4	0	9	1	x
COc1cc(CN2CCC(C(=O)NC(c3ccc(-c4ccccc4)cc3)c3cnccn3)CC2)cc(OC)c1 (stereo not given)	i	-0.4	-2	x	x	-8	30	x	0.3
O=C(O)C[C@H]1c2ccccc2S(=O)(=O)N1C1CCCCC1	i	-0.5	1	-2.4	0	4	5	x	1.4
CC1CCCN(S(=O)(=O)c2ccc(NC(=O)CN3CCCCC3)cc2)C1 (stereo not given)	i	-0.3	-6	0.2	12	2	4	-2	-0.1
O=C(NCc1ccccc1)C1=C[C@H](c2ccc(C(F)(F)F)cc2)C[C@H](OCc2ccc(CO)cc2)O1	i	0.3	-3	2.8	-1	5	26	-6	-2.6&0.2
O=C(NC1CC1)C1=C[C@H](c2c[nH]c3ccccc23)C[C@H](OCc2ccc(CO)cc2)O1	i	0.4	7	1.3	-7	-1	0	x	0.7
CN(C)CCCC(C)(O)C(C)(C)c1ccccc1 (stereo not given)	0.4	-0.1	-2	-0.4	-7	-3	2	-2	x
CCN(CC)CCNC(=O)C1CCCCN1S(=O)(=O)c1cccc([N+](=O)[O-])c1 (stereo not given)	-0.5	-0.2	2	1.2	7	-28	1	1	0.4
Clc1ccc2nc(-c3ccc(Cl)nc3)[nH]c2c1	-10	-5.8	-4	12	0	3	-2	0	0.7
Cc1ccc(CNC(=O)CSCc2ccccc2)cc1	-0.3	1.2	4	2.7	-18	4	0	-1	2.5
Fc1ccccc1Cc1noc(CN2CCN(c3ccc(Cl)cn3)CC2)n1	-2.8	0.0	-2	1.4	-32	-7	7	-2	1.9
COc1cc2c(cc1OC)/C(=C/C(=O)c1cccc([N+](=O)[O-])c1)NCC2	i	-0.6	2	1.8	x	-23	-1	-4	1.2
NC(=O)Cn1cc(/C=N/NC(=O)c2ccc(Cn3cc(Cl)cn3)o2)c(-c2ccccc2)n1	-0.2	2.3	-3	1.0	x	-2	16	-7	2.5
O=C(CN1CCN(c2ccccn2)CC1)Nc1ccc([N+](=O)[O-])cc1C(=O)Nc1ccccc1F	i	1.0	-1	2.0	7	-6	7	-10	-1.1
CN(C)C(=O)c1cn(-c2ccccc2)nc1-c1cccs1	-0.1	u	-3	0.9	-6	0	-7	1	x
COc1ccc(-c2cc(C(=O)Nc3c(F)cc(F)cc3Br)no2)cc1	-18	-1.1	-18	0.8	1	3	4	-1	0.5
CCCOc1ccc(CNC(=O)c2ccc3c(c2)N(CC)CCS3)cc1	-1.3	0.1	-2	-1.6	-3	8	-6	1	-0.4
CON(C)C(=O)/C=C/c1ccc([B-](F)(F)F)cc1	-0.6	-0.7	-3	0.2	3	-2	0	x	1.8
COc1ccc(/C(N)=N/OC(=O)CCC2CCCC2)cc1	i	1.9	5	2.0	x	-1	25	-2	1.5
Cc1ccc(N(C(=O)c2csnn2)C(C(=O)NC2CCCCC2)c2cccnc2)cc1C (stereo not given)	-0.3	-2.9	20	0.0	-1	2	-1	0	1.9

3 compounds from above, arranged by heavy-atom count, low to high.
SMILES	Vc quorum ag	BoNT-A LC inh2	Anthrax LF prot	PfHsp40 yeast	PriA SSB inh	PrPC TRFRET	Yp Topo-I inh	SARS 3CLpro inh	TcdB inh
Clc1ccc2nc(-c3ccc(Cl)nc3)[nH]c2c1	-10	-5.8	-4	12	0	3	-2	0	0.7
Fc1ccccc1Cc1noc(CN2CCN(c3ccc(Cl)cn3)CC2)n1	-2.8	0.0	-2	1.4	-32	-7	7	-2	1.9
NC(=O)Cn1cc(/C=N/NC(=O)c2ccc(Cn3cc(Cl)cn3)o2)c(-c2ccccc2)n1	-0.2	2.3	-3	1.0	x	-2	16	-7	2.5

Molecules shown so far that contain fluorine, in the order listed:
SMILES	Vc quorum ag	BoNT-A LC inh2	Anthrax LF prot	PfHsp40 yeast	PriA SSB inh	PrPC TRFRET	Yp Topo-I inh	SARS 3CLpro inh	TcdB inh
Cc1ccc(Sc2ncccc2C(=O)NCC(c2ccc(F)cc2)N2CCOCC2)cc1C (stereo not given)	-1.2	3.3	-2	0.1	-10	-2	3	x	2.0
O=C(NCc1ccccc1F)C(=O)NCC1OCCCN1S(=O)(=O)c1cccs1 (stereo not given)	i	0.3	1	-0.3	-12	-9	-9	0	-0.7
O=C(NCc1ccccc1)C1=C[C@H](c2ccc(C(F)(F)F)cc2)C[C@H](OCc2ccc(CO)cc2)O1	i	0.3	-3	2.8	-1	5	26	-6	-2.6&0.2
Fc1ccccc1Cc1noc(CN2CCN(c3ccc(Cl)cn3)CC2)n1	-2.8	0.0	-2	1.4	-32	-7	7	-2	1.9
O=C(CN1CCN(c2ccccn2)CC1)Nc1ccc([N+](=O)[O-])cc1C(=O)Nc1ccccc1F	i	1.0	-1	2.0	7	-6	7	-10	-1.1
COc1ccc(-c2cc(C(=O)Nc3c(F)cc(F)cc3Br)no2)cc1	-18	-1.1	-18	0.8	1	3	4	-1	0.5
CON(C)C(=O)/C=C/c1ccc([B-](F)(F)F)cc1	-0.6	-0.7	-3	0.2	3	-2	0	x	1.8

High-throughput results from PubChem.
